Screens deposited in PubChem BioAssay by several laboratories.
MT stabilizer = stabilizes microtubules in HeLa cells | % tubulin-high responders, % at 10 µM | HeLa tubulin immunostaining HCS, 24 h; share of cells brighter than vehicle mean+2SD | AID 2205 | 0.83% of 200,000 active;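 active = plate Z-score above 3 for both tubulin-high and condensed-nucleus cell shares, with cell loss under 80%, at 10 µM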;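 also: anti alpha tubulin signal scored within the nucleus-defined area of each cell; some results filed as inactive read as strong as hits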
bCat nuc transl = alters nuclear translocation of beta-catenin in HeLa cells. immunofluorescence imaging. nuclear translocation activity, % at 5 µM. 0.3% of 190,000 active;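 active = nuclear translocation activity above 50% at 5 µM, with a well cell count of 50 or more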;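 also: per-cell ratio of nuclear to cytoplasmic median beta-catenin stain intensity; plate controls were DMSO negative control for no effect and GSK-3 inhibitor IX positive control for full effect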
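Test system: HeLa cells, endogenous beta-catenin; Compound: single 5 µM dose plus 0.02–20 µM confirmation series; Times: compound exposure 24 h at 37°C; Signal: fluorescence imaging of beta-catenin antibody stain plus DAPI; Read-out: % activation, nuclear-to-cytoplasmic median beta-catenin signal ratio per cell.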
T cell modulator = T cell immune modulation candidate; 2C CD8+ T cell-vesicle binding, flow cytometry; active compounds read low; calls only at 7 µM; 0.068% of 330,000 active; AID 2052;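 active = response, share of CD8 T cells binding vesicles, and their 90th percentile fluorescence all below set limits, cut at about 80% in these data, passing the limit was not always enough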
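Material: murine 2C transgenic CD8+ T lymphocytes / Also added: QL9-peptide-loaded Drosophila micro-vesicles bearing Ld, ICAM-1 and B7-1 / Schedule: binding step 1.5 h, 37 °C, antibody labelling 20 min, ice / Signal: flow cytometry, PE anti-B7-1 (FL2) versus Alexa647 anti-CD8 (FL8), PFA-fixed / Evaluation: percent CD8+ FL2 mean versus row control / Benchmarks: naked versus QL9-loaded vesicles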
Autophagy mod = autophagy modulation, high-content screen; 0.98% of 190,000 active; MEF GFP-LC3 puncta imaging; test concentration mostly 10 µM; AID 463193; calls only at 10 µM (by protocol);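 active = percentage of spot-positive cells more than 3 SD above its plate mean, without a fluorescence outlier flag or 80% toxicity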;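 also: spot-positive cell cutoff set from DMSO-treated cells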
Dynein cargo inh = blocks dynein driven cargo transport along microtubules; 3617.4 mouse cells, GR-EGFP nuclear translocation imaging; test concentration mostly 20 µM; stimulated with dexamethasone, 1 µM; active compounds read low; z-score, hits read low; 0.47% of 220,000 active;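 active = plate z-score of nuclear minus cytoplasmic receptor signal below a set negative limit, without overly bright fluorescence or cell loss, cut at about -3.5 in these data, passing the limit was not always enough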;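 also: z-score of nuclear minus cytoplasmic ring GR-EGFP intensity difference per well; some compounds called inactive have numbers as strong as hits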
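Buffer or medium: tet-free medium with charcoal-stripped serum / Also added: dexamethasone agonist, 1.0 µM final, for 30 min / Timing: induction 48 h, compound 1 h, agonist 30 min / Measured by: high-content fluorescence imaging after fixation / Read-out: nuclear-to-cytoplasmic GR-EGFP distribution per well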
M1AAP inhibition = P. falciparum M1AAP inhibitors, biochemical, fluorogenic H-Leu-NHMec substrate, 1536-well (AID 1445) | inhibition, % at 30 µM; hits with a dose series show IC50 in µM | recombinant M1AAP, H-Leu-NHMec fluorogenic kinetic assay; higher % means a stronger effect | 0.42% of 220,000 active;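 active = primary inhibition above the hit cutoff, then over 50% inhibition at one or more dose response concentrations, cut at about 23% in these data, passing the limit was not always enough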;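 also: plate controls were DMSO full reaction for no effect and no enzyme background for full effect; strong numbers were not always called active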
M17LAP inhibition = P. falciparum M17LAP inhibitors, primary screen, biochemical, fluorogenic H-Leu-NHMec substrate, 1536-well (AID 1619); recombinant M17LAP, H-Leu-NHMec fluorogenic kinetic assay; higher % means a stronger effect; inhibition, % at 30 µM; hits with a dose series show IC50 in µM; 0.38% of 220,000 active;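 active = compound inhibiting the enzyme by more than half at any dose during confirmatory dose-response retesting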;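 also: plate controls were full reaction with DMSO carrier for no effect and no enzyme background for full effect; strong numbers were not always called active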
WT yeast gro inh = growth inhibition of WT yeast, mitochondrial fusion screen; AID 1362; 2.1% of 190,000 active; inhibition, % at 10 µM; mitochondrial fusion phenotypic screen, WT strain; in the data active = inhibition above about 58%; tested in S. cerevisiae
Yfh1-depleted yeast = mitochondrial function rescue without frataxin homolog – Friedreich's ataxia, plus single-dose screen, dose response (AID 1465). one-dose fold induction at 50 µM; EC50 in µM for titrated hits. S. cerevisiae Yfh1-off respiration, WST-1 reduction, 72 h; higher fold induction means a stronger effect. 0.074% of 220,000 active;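 active = fold induction of absorbance versus untreated yeast above a set limit, then at least 30% activation at any dose in follow-up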;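 also: activators that raise dye reduction in frataxin-depleted yeast; strong numbers were not always called active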
WT yeast gro inh mutant strain = recorded beside WT yeast gro inh, whose call it bears; inhibition, %; mitochondrial fusion phenotypic screen, mutant strain inhibition
Dynein cargo inh cytoplasmic EGFP = second read-out of Dynein cargo inh, no call of its own (marks repeat the call); z-score; measured here: cytoplasmic GR-EGFP intensity; active compounds read high
Dynein cargo inh nuclear GR-EGFP = recorded beside Dynein cargo inh, whose call it bears; z-score; measured here: nuclear GR-EGFP intensity;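 lower value marks the stronger effect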
Dynein cargo inh cell count = second read-out of Dynein cargo inh, no call of its own (marks repeat the call); z-score; measured here: cell count per field
bCat nuc transl cell count 5 µM = second read-out of bCat nuc transl, no call of its own (marks repeat the call); cell count; measured here: cell count, cytotoxicity flag
T cell modulator vesicle-bound % = also measured in T cell modulator; calls as there; double positive events, %; measured here: CD8+ vesicle-bound cell fraction;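 binding gate set so that unloaded-vesicle control wells show 10% double positive cells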
MT stabilizer Hoechst-high % = also measured in MT stabilizer; calls as there; % Hoechst-high responders; measured here: nuclear condensation Hoechst responders;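 share of cells brighter than vehicle mean plus two SD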
MT stabilizer cytotoxicity % = second read-out of MT stabilizer, no call of its own (marks repeat the call); toxicity, %; measured here: cytotoxicity by cell density;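 0% = mean cell density of plate MIN control wells and 100% = no cells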
Autophagy mod cell loss 18 h = second read-out of Autophagy mod, no call of its own (marks repeat the call); toxicity, %; measured here: cell loss, nuclei count;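 cell loss after 18 h compound exposure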
* = called active by the depositor; i = inactive; / = no result given.

#	SMILES	MT stabilizer cytotoxicity %	Dynein cargo inh cell count	MT stabilizer	Autophagy mod	WT yeast gro inh	Dynein cargo inh cytoplasmic EGFP	Yfh1-depleted yeast	M1AAP inhibition	Autophagy mod cell loss 18 h	Dynein cargo inh nuclear GR-EGFP	MT stabilizer Hoechst-high %	bCat nuc transl	T cell modulator vesicle-bound %	bCat nuc transl cell count 5 µM	T cell modulator	Dynein cargo inh	M17LAP inhibition	WT yeast gro inh mutant strain
1	COc1ccc(NC(=O)/C(C#N)=C\c2ccc(OCc3ccc(C(=O)O)cc3)c(OC)c2)cc1	5.9	-1.9	5.6	i	-10	-0.091	i	12%	-3	0.26	1.2	-1.2	60	1094	i	0.76	19%	9
2	C=CCNC(=S)NNC(=O)c1cccn(Cc2ccc(Cl)cc2Cl)c1=O	7.1	0.25	2.6	i	5	-0.21	i	6%	4	-0.14	1.1	3.1	27	1355	i	0.25	-4%	5
3	CCn1c(COc2cccc(OC)c2)nnc1SCC(=O)Nc1cccc(OC)c1	7.7	0.41	2.6	i	2	-0.19	i	-4%	5	0.39	2.3	4.1	40	1096	i	0.44	24%	-2
4	C/C(=N\NC(=S)NC(C)C)c1ccccc1	/	-0.58	/	/	/	-0.23	i	2%	/	0.59	/	1.2	33	1268	i	-0.44	-5%	/
5	O=C(CSc1ccc(C(F)(F)F)cc1[N+](=O)[O-])NCCOc1ccccc1	9.1	0.39	6.3	i	1	-0.22	i	7%	-1	-0.55	2.1	-3.4	42	1086	i	-1.1	-15%	-4
6	O=C1CN(C(=O)CCN2CCOCC2)C(c2ccccc2)c2cc(Br)ccc2N1 (stereo unspecified)	11	-0.63	2.4	i	-40	-0.24	i	3%	-10	0.42	2.3	-2.8	57	878	i	-0.06	8%	-25
7	CC(C)(C)CN1CCNC(=O)C1CC(=O)NCCc1ccccc1F (stereo unspecified)	2.1	0.23	2.2	i	-10	-0.16	i	4%	-3	0.38	1.2	-0.6	46	1008	i	-0.28	7%	-12
8	O=C(Nc1ccc2c(c1)OCCO2)C1CCCN(S(=O)(=O)c2cccnc2)C1 (stereo unspecified)	10	-0.12	3.5	i	0	-0.21	i	5%	-11	0.16	2.5	-4.0	25	1141	i	-0.22	9%	0
9	COC(=O)c1ccc(-n2cnc3ccccc32)nc1	0.3	-0.91	1.6	i	5	-0.18	i	14%	-10	-0.37	1.4	-0.7	54	1068	i	-0.5	6%	-4
10	CNc1nnc(-c2cc3ccccc3oc2=O)s1	1.4	-0.34	3.8	i	9	-0.24	i	1%	-2	0.58	2.3	-2.7	6	926	i	0.09	-4%	10
11	Cc1ccc(-c2ccc(=O)n(CC(=O)NCCN3C(C)CCCC3C)n2)cc1 (stereo unspecified)	9.1	0.49	1.2	i	-1	-0.17	i	4%	3	-0.15	2.3	-1.1	32	1390	i	-0.38	3%	-34
12	Nc1ccc(S(=O)(=O)Nc2ccc(Cl)nn2)cc1	/	0.86	/	/	/	-0.28	i	1%	/	0.14	/	1.3	34	1266	i	-0.41	-1%	/
13	COCC(C)n1c(C)cc(C(=O)CSc2nc(C)c(C)c(C)n2)c1C (stereo unspecified)	/	0.24	/	/	/	-0.25	i	15%	/	0.21	/	-0.3	56	1268	i	-0.96	3%	/
14	O=C(O)CSCNC(=O)CC12CC3CC(CC(C3)C1)C2	0.9	-0.0023	2.8	i	7	-0.39	i	2%	14	-0.09	1.3	0.5	24	1320	i	0.34	3%	3
15	CCOC(=O)/C(C#N)=C/c1ccc(N2CCN(Cc3ccccc3)CC2)cc1	5.4	-0.051	3.7	i	16	-0.012	i	-6%	11	0.28	3.3	0.9	51	1177	i	0.78	-2%	-7
16	CC(Sc1nc(-c2ccccc2)cc(C(F)(F)F)n1)C(=O)N1CCCC1 (stereo unspecified)	5.4	-0.78	9.5	/	0	-0.083	i	-2%	/	0.14	1.8	0.3	38	1101	i	-0.34	4%	0
17	C=CCn1c(SCc2ccc(C#N)cc2)nnc1-c1cccc(OC)c1	6.1	0.077	4.6	i	-2	-0.06	i	-7%	9	-0.9	2.6	-2.7	18	972	i	-0.66	6%	-4
18	Clc1ccccc1-c1ncc2ccccn12	7.9	0.45	3.7	i	9	-0.23	i	4%	-36	-0.68	2.0	0.7	8	1014	i	-1.3	-1%	18
19	CN1CCN(c2ccc(NC(=O)c3ccc4c(c3)OCO4)cc2)CC1	9.8	0.79	2.4	i	-2	-0.23	i	2%	0	-0.14	2.8	-2.8	8	965	i	-0.61	6%	2
20	Cc1cc(C)cc(NC(=O)COC(=O)[C@@H](NC(=O)c2ccco2)C(C)C)c1	2.7	-0.45	1.2	i	4	-0.14	i	-1%	-1	0.14	1.9	0.1	61	1093	i	0.63	9%	-19
21	CCc1ccc(/C=N\NC(=O)c2ccc(Br)o2)s1	20	0.87	12	i	-10	-0.31	i	14%	8	-0.84	8.8	/	22	/	i	-1.1	24%	-9
22	COCCN(CC(=O)NCC1CCCO1)C(=O)CCC(=O)Nc1cc(C)on1 (stereo unspecified)	5.7	0.38	2.1	i	-10	-0.21	i	-4%	0	-0.11	0.9	-1.4	15	1113	i	0.33	-10%	-1
23	CCc1nnc(NC(=O)CCCSc2nc3ccccc3[nH]2)s1	5.1	-0.97	1.8	i	12	-0.35	i	5%	-4	0.65	2.8	-0.4	47	1103	i	1.6	0%	-17
24	CCc1ccc(CCC(=O)Nc2ncc(Cc3ccccc3Cl)s2)o1	52*	-0.78	12*	i	7	-0.15	i	4%	41	0.28	43*	150*	50	285*	i	0.21	-5%	10
25	COc1ccc(C(O)c2nccn2Cc2ccccc2)cc1OC (stereo unspecified)	5.4	0.37	2.2	i	-4	-0.29	i	4%	-1	-0.8	1.9	1.3	29	1269	i	-0.3	6%	-11

Continued (four carried over from the part before).
#	SMILES	MT stabilizer cytotoxicity %	Dynein cargo inh cell count	MT stabilizer	Autophagy mod	WT yeast gro inh	Dynein cargo inh cytoplasmic EGFP	Yfh1-depleted yeast	M1AAP inhibition	Autophagy mod cell loss 18 h	Dynein cargo inh nuclear GR-EGFP	MT stabilizer Hoechst-high %	bCat nuc transl	T cell modulator vesicle-bound %	bCat nuc transl cell count 5 µM	T cell modulator	Dynein cargo inh	M17LAP inhibition	WT yeast gro inh mutant strain
22	COCCN(CC(=O)NCC1CCCO1)C(=O)CCC(=O)Nc1cc(C)on1 (stereo unspecified)	5.7	0.38	2.1	i	-10	-0.21	i	-4%	0	-0.11	0.9	-1.4	15	1113	i	0.33	-10%	-1
23	CCc1nnc(NC(=O)CCCSc2nc3ccccc3[nH]2)s1	5.1	-0.97	1.8	i	12	-0.35	i	5%	-4	0.65	2.8	-0.4	47	1103	i	1.6	0%	-17
24	CCc1ccc(CCC(=O)Nc2ncc(Cc3ccccc3Cl)s2)o1	52*	-0.78	12*	i	7	-0.15	i	4%	41	0.28	43*	150*	50	285*	i	0.21	-5%	10
25	COc1ccc(C(O)c2nccn2Cc2ccccc2)cc1OC (stereo unspecified)	5.4	0.37	2.2	i	-4	-0.29	i	4%	-1	-0.8	1.9	1.3	29	1269	i	-0.3	6%	-11
26	CC(=O)c1cccc(NC(=O)CN(c2ccccc2F)S(C)(=O)=O)c1	7.3	1.4	1.2	i	6	-0.18	i	-2%	0	0.02	0.8	2.3	51	1115	i	-0.57	3%	-1
27	COc1cc(COc2ccc3c(C)c(Cc4ccccc4)c(=O)oc3c2C)cc(OC)c1OC	7.2	0.21	1.7	i	-9	-0.23	i	3%	19	0.89	0.8	/	27	/	i	1.3	4%	-29
28	Cc1ccc(SCC(=O)Nc2cc([N+](=O)[O-])ccc2O)cc1	5.7	0.71	3.2	i	17	-0.31	i	17%	17	-0.23	2.4	1.8	39	961	i	-0.41	16%	19
29	CC1=C(C#N)C(c2ccc(O)cc2)C2=C(CC(C)(C)CC2=O)N1 (stereo unspecified)	4.9	-0.046	2.9	i	-4	-0.22	i	9%	-1	0.033	2.5	4.7	42	532	i	0.078	-19%	7
30	O=C(O)c1cccc(Nc2ncnc3c2cnn3-c2ccccc2)c1	5.2	-0.049	1.6	i	27	0.5	i	-2%	-3	0.26	1.0	-0.2	31	1193	i	-0.41	31%	-4
31	NS(=O)(=O)c1ccc(NC(=O)c2cccc(Cl)c2)cc1	/	0.42	/	/	/	-0.23	i	3%	/	-0.23	/	-3.7	40	1148	i	-0.54	-2%	/
32	O=C(COC(=O)c1ccccc1Nc1ccccc1)c1ccccc1	7.8	0.18	3.3	i	41	-0.21	i	4%	-15	-0.11	2.1	-0.6	32	1347	i	0.64	14%	12
33	CCOc1ccc(-n2c(SCC(=O)NCc3ccco3)nc3c(c2=O)SCC3)cc1	7.8	0.93	4.2	i	1	-0.13	i	3%	10	0.097	3.0	/	26	/	i	-0.67	-3%	2
